GSH bead fluor: compound fluoresces at 488/530 nm on GSH beads | fluorescence (KMESF) at 10 µM | 190,000 tested, 0.25% active | GSH beads flow cytometry, compound fluorescence 488/530 nm; active compounds read high | AID 1776; in the data active = fluorescence above about 89;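 note: glutathione beads carrying GST-tagged Bcl family fusion proteins plus one bare bead set; values are compound well signal with DMSO vehicle wells as background; inactives centre near 16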
Avidin fluor: compound fluoresces at 488/530 nm on avidin beads | fluorescence (KMESF) at 10 µM | compound fluorescence 488/530 nm, flow cytometry; active compounds read high | 220,000 tested, 0.38% active; in the data active = fluorescence above about 47; note: inactives centre near 10
Pf gamet viab: kills late stage P. falciparum gametocytes; inhibition, % at 10.9 µM; P. falciparum stage V gametocytes, ATP luminescence, 24 h; AID 743093; 150,000 tested, 0.065% active;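 active = inhibition above the mean plus 3 SD of compounds within the control limits, set per campaign, cut at about 38% in these data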;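 note: 0% = DMSO wells and 100% = medium only without gametocytes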
Mcl1 Noxa PPI: disrupts binding of human Mcl-1 to Noxa peptide; TR-FRET Mcl-1/Noxa peptide binding, 2 h; inhibition, % at 21.7 µM; 220,000 tested, 1.5% active; AID 1022;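 active = compounds that cut the protein-peptide binding signal by more than 50% relative to plate controls in a single-dose test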;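 note: His-tagged Mcl-1 with rhodamine Noxa BH3 peptide and terbium anti-His antibody; 0% = Mcl-1 plus Noxa peptide wells and 100% = peptide-only wells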
Target sequence (Q07820 whole entry, looked up): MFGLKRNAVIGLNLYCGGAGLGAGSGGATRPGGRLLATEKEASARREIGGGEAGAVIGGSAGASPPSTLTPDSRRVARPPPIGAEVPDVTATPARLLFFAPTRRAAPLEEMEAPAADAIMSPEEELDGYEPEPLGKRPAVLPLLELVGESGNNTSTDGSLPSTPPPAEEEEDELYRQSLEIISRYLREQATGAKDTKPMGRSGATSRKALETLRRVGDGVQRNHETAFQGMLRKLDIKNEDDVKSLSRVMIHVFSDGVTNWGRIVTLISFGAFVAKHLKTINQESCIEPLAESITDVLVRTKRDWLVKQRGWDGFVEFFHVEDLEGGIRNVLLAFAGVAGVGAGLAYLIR
ABCG2 inh: human ABCG2 inhibition, ABCB1 as counter-screen; 190,000 tested, 0.1% active; Q9UNQ0; IgMXP3 cells, JC-1 efflux, flow cytometry; inhibition, % at 6.6 µM;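 active = inhibition above 80%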;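 note: 0% = DMSO and 100% = nicardipine control wells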
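System: two drug-resistant human cell lines, ABCG2 and ABCB1; controls: nicardipine high and DMSO low controls; times: 10 min exposure at 25 °C with rotation, no wash; detection: flow cytometry of retained JC-1 fluorescence; read-out basis: percent efflux inhibition, scaled nicardipine 100% to DMSO 0%; doses: one concentration, 6.6 µM final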
Mcl1-Bid inh: Mcl-1/Bid interaction inhibition. Q07820. TR-FRET Mcl-1/Bid-Dy647 peptide binding, 1536-well. inhibition, % at 21.7 µM. 220,000 tested, 0.97% active;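 active = compounds that cut the binding signal by more than half at the single screening dose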;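 note: His-tagged Mcl-1 with europium anti-His antibody binding Bid BH3 peptide; 0% = Mcl-1 plus peptide wells and 100% = peptide-only wells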
RGS7-Gao: regulators of human RGS7-Galphao interaction; P09471; binding response (% of control), % at 10 µM; Multiplexed bead flow cytometry, RGS7-Galphao binding; actives lie on both sides; 220,000 tested, 0.35% active; AID 1439; in the data active = binding response below about 49% or above about 150%; inconclusive = no clear call, values can overlap the other calls; inactive = in between;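 note: fluorescent Galphao held in activated GDP-AlF4 state binding bead-coupled RGS7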
Target sequence (P09471 whole entry, looked up): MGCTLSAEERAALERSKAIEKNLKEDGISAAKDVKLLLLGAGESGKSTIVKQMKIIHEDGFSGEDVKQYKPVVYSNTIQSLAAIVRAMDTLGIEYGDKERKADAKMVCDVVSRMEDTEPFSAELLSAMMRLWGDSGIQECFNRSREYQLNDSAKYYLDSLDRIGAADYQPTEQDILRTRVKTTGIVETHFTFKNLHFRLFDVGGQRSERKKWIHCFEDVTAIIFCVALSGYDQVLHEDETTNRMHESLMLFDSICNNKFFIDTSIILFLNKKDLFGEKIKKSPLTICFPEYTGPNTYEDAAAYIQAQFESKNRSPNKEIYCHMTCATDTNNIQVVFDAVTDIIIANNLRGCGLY
ABCB1 block: blocks JC-1 efflux by human ABCB1 transporter; CCRF-Adr cells, flow cytometry; inhibition, % at 6.6 µM; 190,000 tested, 0.067% active; AID 1326; in the data active = inhibition above about 40%;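 note: 0% = vehicle and 100% = reference inhibitor; higher value means more JC-1 retained so stronger ABCB1 efflux block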
Bim-Mcl-1: inhibitors of Bim-Mcl-1 interaction, human; Bead-based flow cytometry, Bim peptide-Mcl-1 binding; inhibition, % at 10 µM; 190,000 tested, 0.1% active; AID 1009; in the data active = inhibition above about 40%;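 note: 0% = no compound tracer wells and 100% = peptide blocker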
RGS4-Gao reg: modulates binding of RGS4 to human Galphao. AID 1415. Multiplexed bead flow cytometry; actives lie on both sides. 220,000 tested, 0.33% active. P09471. binding response (% of control), % at 10 µM; in the data active = binding response below about 49% or above about 150%; inactive = in between;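 note: fluorescent Galphao activated with aluminum fluoride binding bead-coupled RGS4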
RGS8-Gao: modulates binding of RGS8 to human Galphao; multiplexed bead flow cytometry; actives lie on both sides; response (percent of control binding), % at 10 µM; 220,000 tested, 0.34% active; in the data active = response below about 60% or above about 140%; inactive = in between;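 note: Galphao activated as the GDP aluminium fluoride complex binding bead-coupled RGS8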
Active calls of the source: *; ? = inconclusive; · = no result given. The order is random. About 3.3% of those tested had a hit in this group.

SMILES | GSH bead fluor | Avidin fluor | Pf gamet viab | Mcl1 Noxa PPI | ABCG2 inh | Mcl1-Bid inh | RGS7-Gao | ABCB1 block | Bim-Mcl-1 | RGS4-Gao reg | RGS8-Gao
O=C(O)C1C2CCC(O2)C1C(=O)NCc1ccc(Cl)cc1 (stereo unspecified) | 6 | 4 | -8 | 6 | -2 | -55 | 94 | 0.2 | 0 | 96 | 100
CCn1nc(NC(=O)c2ccco2)c2cc3cc(C)ccc3nc21 | · | 7 | -13 | 7 | · | -11 | ? | · | · | 94 | 94
O=C(NCC1(c2ccccc2)CCCC1)c1ccc(Br)o1 | 14 | 5 | 25 | -1 | 16 | -8 | 83 | 0.7 | -2 | 95 | 73
NC(=O)CCn1nc(-c2ccc(Cl)cc2)c2ccccc2c1=O | 27 | 13 | -3 | 16 | 7 | 13 | 102 | 1.0 | 0 | 102 | 100
CCC1=NN2C(=N)/C(=C\c3cccn3-c3c(C)cccc3C)C(=O)N=C2S1 | 11 | 13 | · | 15 | 1 | -22 | ? | -0.3 | 1 | 104 | 101
O=C(NCCC1=CCCCC1)C1CCN(c2nnc(-n3cccc3)s2)CC1 | 17 | 6 | · | 5 | 0 | -18 | 99 | 0.3 | -3 | 100 | 106
CC(=O)c1cccc(NC(=O)N2CCCC2C(=O)NCc2ccccc2)c1 (stereo unspecified) | 19 | 30 | · | 10 | 44 | -8 | 101 | 0.6 | -5 | 99 | 101
CC(C)(C)c1ccc(C(=O)c2c[nH]c(C(=O)O)c2)cc1 | 18 | 10 | 10 | -8 | 1 | -10 | ? | 0.5 | 0 | 105 | 103
CCOc1ccc2nc(Nc3nc(CSc4nnnn4-c4ccccc4)cc(=O)[nH]3)nc(C)c2c1 | 23 | 6 | 14 | 14 | 2 | 9 | 104 | 0.2 | 4 | 103 | 104
CCOCCCNC(=O)C(NC(=O)Cc1c[nH]c2ccccc12)c1ccc(OC)cc1 (stereo unspecified) | 14 | 11 | 16 | 11 | 0 | -16 | ? | 1.2 | 1 | 99 | 100
CC(C)C(NC(=O)C1CCC(C(C)(C)C)CC1)C(=O)NCc1cccnc1 (stereo unspecified) | 8 | 10 | 11 | -41 | 1 | -55 | 101 | 0.4 | 9 | 104 | 101
Cc1cc(C)nc(SCC(CSc2nc(C)cc(C)n2)C(=O)O)n1 | 10 | 10 | -3 | 12 | 10 | -11 | 100 | 1.6 | -3 | 103 | 105
Cn1c(SC/C=C/c2ccccc2)nnc1-c1cccs1 | 19 | 8 | · | 0 | 1 | -10 | 100 | 0.4 | 3 | 104 | 102
CCOC(=O)C(=O)N/N=C/c1cccc(Br)c1 | · | 6 | 2 | 0 | · | -16 | ? | · | · | 98 | 101
O=C(OCC(=O)N1CCN(C(=O)c2ccco2)CC1)c1ccccc1O | 15 | 7 | · | -20 | 2 | -28 | 101 | 0.3 | 0 | 104 | 102
O=c1cc(O)c(-c2ccccc2Cl)c(Cl)[nH]1 | 27 | 5 | · | 2 | 1 | -20 | 93 | 0.3 | 0 | 90 | 96
CCOC(=O)C1(Cc2cccc(OC)c2)CCN(Cc2cccc(O)c2)CC1 | 24 | 12 | 5 | 8 | 0 | 1 | 105 | 0.2 | 0 | 104 | 102
COC(=O)c1ccc2c(c1)N(C)S(=O)(=O)c1cnc(SCC(=O)C(C)(C)C)nc1-2 | · | 7 | 8 | -20 | · | -18 | ? | · | · | 101 | 99
O=c1cnnc(Nc2ccccc2F)[nH]1 | 23 | 10 | · | -13 | -1 | -22 | 98 | -0.1 | -3 | 103 | 100
CCOc1ncccc1C(=O)OCc1ccc(Cl)cc1 | 8 | 1 | · | -12 | 13 | -13 | 98 | 0.9 | -1 | 94 | 82

Some of the entries above in another layout:
Sequence of screens – GSH bead fluor	Avidin fluor	Pf gamet viab	Mcl1 Noxa PPI	ABCG2 inh	Mcl1-Bid inh	RGS7-Gao	ABCB1 block	Bim-Mcl-1	RGS4-Gao reg	RGS8-Gao
COC(=O)c1ccc2c(c1)N(C)S(=O)(=O)c1cnc(SCC(=O)C(C)(C)C)nc1-2
    ·	7	8	-20	·	-18	?	·	·	101	99
O=c1cnnc(Nc2ccccc2F)[nH]1
    23	10	·	-13	-1	-22	98	-0.1	-3	103	100

Following part
SMILES | GSH bead fluor | Avidin fluor | Pf gamet viab | Mcl1 Noxa PPI | ABCG2 inh | Mcl1-Bid inh | RGS7-Gao | ABCB1 block | Bim-Mcl-1 | RGS4-Gao reg | RGS8-Gao
Clc1ccccc1CNCc1ccncc1 | 21 | 6 | 6 | 27 | 8 | 24 | 107 | 2.0 | 0 | 99 | 99
N#CC1=C2SCCN2C(=O)C(C#N)C12CCCCC2 (stereo unspecified) | 10 | · | 10 | -23 | 2 | -52 | -0.9* | 0.4 | -2 | -15* | 13*
COc1ccc(NC(=O)c2ccc(C(=O)Nc3ccc(OC)cc3OC)cc2)c(OC)c1 | 23 | 8 | -8 | 11 | 8 | -35 | 106 | 0.9 | 2 | 99 | 101
O=C(NCCN1CCOCC1)C(=O)NCc1ccc2c(c1)OCO2 | 14 | 10 | -14 | 7 | 1 | -1 | 97 | 0.6 | 3 | 98 | 99
CCOC(=O)c1ccc(NCc2ccc3c(c2)OCO3)cc1 | 31 | 15 | · | 2 | 22 | -29 | 105 | 1.1 | -5 | 102 | 105
O=C(CSc1nc(O)cc(=O)n1-c1ccccc1)Nc1nc2ccccc2s1 | · | 6 | 5 | -7 | · | -20 | ? | · | · | 97 | 99
CSc1ccc(S(=O)(=O)Nc2ccc(N3CCOCC3)c(Cl)c2)cc1 | 50 | 5 | -10 | 0 | 1 | -1 | 92 | 0.3 | -2 | 87 | 90
CC(C)C(NC(=O)c1c(F)cccc1F)C(=O)NCC(c1ccccc1)N(C)C (stereo unspecified) | 12 | 9 | 11 | 22 | -2 | -6 | 98 | 0.1 | 0 | 98 | 100
Cc1c(C(=O)/C=C/N(C)C)nnn1-c1ccc(Cl)cc1Cl | · | 7 | -21 | 19 | · | -6 | ? | · | · | 81 | 93
Cc1cc(C)c(S(=O)(=O)n2c([N+](=O)[O-])cnc2C)c(C)c1 | 9 | 4 | · | 8 | 6 | -3 | 101 | 1.4 | -6 | 103 | 101
CCOC(=O)Cc1csc(NC(=S)NC(=O)CC(C)C)n1 | 3 | 11 | 7 | -11 | 7 | -42 | 104 | 0.0 | -4 | 101 | 101
C=C1CC(C(=O)N/N=C/c2ccc(O)cc2)C1 | 9 | 2 | 6 | 4 | 0 | -48 | 95 | 0.1 | 0 | 96 | 75
Cc1nn(-c2ccc(F)cc2)c(C)c1CN1CCN(CCc2ccccc2)C(CCO)C1 (stereo unspecified) | 19 | 6 | 6 | 6 | 0 | -26 | 96 | 1.8 | -7 | 99 | 97
CCOC(=O)c1[nH]c2ccc(OC)cc2c1C | 13 | 24 | 17 | 18 | 3 | -21 | 102 | 0.5 | -3 | 100 | 95
CCOC(=O)C1=C(C)NC(C)=C(C(=O)OCC)C1C(=O)OCC(=O)N1CCC(C)CC1 | 12 | 9 | · | 7 | -6 | -35 | 94 | -6.0 | -1 | 92 | 96
CCC(Sc1nnc(C)s1)C(=O)Nc1nccs1 (stereo unspecified) | 34 | 8 | · | 21 | 1 | -2 | 109 | 0.4 | -2 | 108 | 107
COc1ccccc1-c1c(C)oc2cc(OC(=O)c3ccco3)ccc2c1=O | 10 | 7 | 3 | -6 | 2 | 4 | 100 | 0.5 | 1 | 101 | 101
COc1cccc(NC(=O)c2ccc(-n3cccn3)nc2)c1 | 38 | 12 | -16 | 17 | 63 | -22 | 98 | 0.4 | -3 | 102 | 104
COc1cc2c(cc1NC(=O)c1cccc(F)c1)CCCC2 | 13 | 7 | -15 | 2 | · | -42 | 99 | · | 0 | 99 | 100
CN(C)c1ccc(/C=C2\NC(=S)N(Cc3ccccc3)C2=O)cc1 | 32 | 8 | · | 2 | 16 | -91 | 101 | 7.3 | 11 | 104 | 99
COc1ccc(C(=O)Nc2ccc3c(c2)OCCO3)cc1[N+](=O)[O-] | 15 | 12 | · | 13 | 16 | -6 | ? | 0.5 | -1 | 99 | 102
O=C(CCc1ccc(S(=O)(=O)N2CCOCC2)cc1)Nc1ccc2c(c1)OCCO2 | · | 5 | 0 | -1 | · | -46 | ? | · | · | 93 | 100
C/C(=N/OCO/N=C(\C)c1ccccc1)c1ccccc1 | 12 | 12 | 11 | 10 | -1 | -2 | 100 | 0.4 | -4 | 103 | 101
COc1ccccc1CO/N=C/NC(=O)c1c(OC)ccnc1Oc1ccc(F)cc1 | 20 | 20 | -63 | 4 | 11 | 0 | 100 | 1.1 | 0 | 104 | 100
COc1ccc(CNC(=O)C2C3C=CC4(CN(Cc5cccnc5)C(=O)C24)O3)cc1 (stereo unspecified) | 9 | 15 | · | -4 | 2 | -25 | 97 | 0.6 | -4 | 107 | 100
O=C(Nc1cnc2ccccc2c1)c1cccc(-n2cnnn2)c1 | 16 | 29 | -13 | 8 | 0 | -1 | 100 | -0.1 | -5 | 101 | 98
O=C(O)/C=C/C(=O)NNC(=O)c1ccccc1Br | 24 | 8 | · | · | 3 | 10 | 96 | 1.2 | 0 | 102 | 100
COc1ccc(/C=C(/NC(=O)c2ccco2)C(=O)N2CCCC2=O)cc1 | 13 | 11 | -25 | 11 | 14 | -35 | 104 | 0.4 | 0 | 104 | 103
COC(=O)c1nnc(-c2ccccc2)nc1OC | 60 | 8 | -33 | -9 | 5 | -6 | 102 | 0.6 | -3 | 104 | 104
CC(=O)N1CCc2cc(S(=O)(=O)NCCCOC(C)C)ccc21 | 24 | 23 | · | 3 | -4 | -1 | 98 | 0.7 | -3 | 98 | 99
Cc1ccc(C(=O)N/C(=C\c2cccs2)C(=O)NCC2CCCO2)cc1C (stereo unspecified) | 7 | 15 | · | 11 | 5 | -22 | 99 | 0.6 | 2 | 105 | 102
CCOC(=O)c1[nH]c2cc(OC)c(OC)cc2c1NC(=O)CN1CCN(C)CC1 | 11 | 9 | · | 5 | 0 | -53 | 95 | -0.1 | -1 | 80 | 87
O=C1CC(c2ccco2)CC(O)=C1C=Nc1ccccc1-c1ccccc1 (stereo unspecified) | 24 | 10 | 21 | 3 | 1 | -1 | 99 | 0.4 | -1 | 101 | 102
CC(C)(C)c1ccc(C(=O)NCC(=O)OCC(=O)Nc2nc(-c3ccc(F)cc3)cs2)cc1 | 14 | 7 | -23 | 10 | -1 | 6 | 96 | 0.1 | 7 | 100 | 98
O=C(Cc1noc2ccccc12)Nc1ccccn1 | 6 | 5 | -22 | 26 | 0 | -35 | 96 | 0.1 | -1 | 97 | 98
CC(=O)Nc1c([N+](=O)[O-])cc2[nH]c(=O)[nH]c2c1[N+](=O)[O-] | 66 | 12 | -11 | 22 | 17 | -2 | 100 | 0.2 | 0 | 99 | 100
CSCCNC(C)=O | 7 | 9 | · | -15 | 1 | -74 | 96 | 0.1 | 0 | 106 | 101
CCOc1cccc(C(=O)N(Cc2ccco2)C2CCS(=O)(=O)C2)c1 (stereo unspecified) | 23 | 32 | · | 13 | 16 | -14 | 94 | 2.4 | -3 | 97 | 100

Assay outcomes deposited in PubChem BioAssay by several laboratories.
